# PI4K2A block = qHTS for small molecular inhibitors of PI4K2A; Phosphatidylinositol 4-kinase type 2-alpha (Homo sapiens), Q9BTU6; purified PI4K2A, ADP-Glo luminescence, 1 h; hits give low values; activity change, negative = inhibition, % at 76.9 µM; 420,000 tested, 0.13% active; in the data active = activity change below about -50%; inconclusive = mostly about -30% to -49%;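 also: -100% = wells without enzyme as full effect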
#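 Compounds are screened against recombinant PI4K2A using PI as substrate and ATP, the latter dispensed at 300 microM. Reactions run one hour at ambient temperature before ADP-Glo detection; full inhibition defined by wells lacking enzyme.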
# Vif-A3F inh = qHTS for Inhibitors of Vif-A3F Interactions: qHTS; HeLa A3F-eYFP + Vif (tagged APOBEC3F with the HIV-1 protein that degrades it), YFP fluorescence increase; Potency, µM (highest dose often 46.1 µM), for the others: at the highest dose activity, negative = active; 390,000 tested, 0.2% active; AID 602313, 2012; also: potency is read from the fitted curve at half-maximal effect; % of control where 0% means no effect; nearly all actives have a fitted effect of over 65% in size
#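 HeLa cells stably expressing A3F-eYFP plus Vif, plated and incubated overnight at 37 deg C, then exposed to compounds overnight at 37 deg C. Blocked degradation read as raised yellow fluorescence (Ex 488/Em 500-530).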
# USP1 inh = Inhibitors of USP1/UAF1: Primary Screen. Ubiquitin carboxyl-terminal hydrolase 1 (Homo sapiens), O94782. recombinant USP1/UAF1, Ub-Rhodamine cleavage fluorescence. Potency, µM (highest dose often 57.1 µM), for the others: at the highest dose activity change, negative = inhibition, most hits filed as inhibitors. 390,000 tested, 0.23% active. AID 743255, 2014; also: potency is read from the fitted curve at half-maximal effect; % is scaled to controls: 0 for no effect and ±100 for the full control effect; nearly all actives have a fitted effect of over 60% in size; inactives centre near -12
#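 1 nM enzyme complex + cpd, 15 min RT; start with Ub-Rho 150nM final; kinetic fluorescence ex 480/em 540, 6 reads q60 s. Buffer 50mM HEPES pH 7.8, 0.5mM EDTA, 0.1 mg/ml BSA, 1mM TCEP, 0.01% Tween-20.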
# mIDH1 inhibitor = qHTS for Inhibitors of mutant isocitrate dehydrogenase 1 (IDH1): qHTS; 390,000 tested, 0.093% active; Isocitrate dehydrogenase [NADP] cytoplasmic (Homo sapiens), O75874; IDH1-R132H enzyme, NADPH consumption, diaphorase/resazurin fluorescence; Potency, µM (series often up to 76.6 µM), without a hit: at the highest dose activity change, negative = inhibition, most hits filed as inhibitors; also: potency is read from the fitted curve at half-maximal effect; % is scaled to controls: 0 for no effect and ±100 for the full control effect; nearly all actives have a fitted effect of over 65% in size
#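 IDH1-R132H (0.5 ug/mL) preincubated 30 min with compound, then NADPH (0.016 mM) and alpha-KG (2 mM) added; 80 min at RT, pH 7.5. Remaining NADPH coupled via diaphorase/resazurin to fluorescence (540/590 nm); concentration-response curves normalized to no-enzyme control.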
# TrxR1 substrate = qHTS Assay for Substrates of Mammalian Selenoprotein Thioredoxin Reductase 1 (TrxR1): qHTS; AID 588456, 2011; purified TrxR1 substrate turnover, NADPH consumption readout; Potency, µM (doses to about 114 µM), for the others: at the highest dose activity change, negative = substrate turnover; 390,000 tested, 0.01% active; also: potency is read from the fitted curve at half-maximal effect; % is scaled to controls: 0 for no effect and ±100 for the full control effect; nearly all actives have a fitted effect of over 50% in size
#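 Rat TrxR1, dispensed at 90 nM, was prereduced with 400 uM NADPH (final) for 5 min at ~22 deg C, then incubated with compound 15 min before 400 uM selenite. A first-read NADPH fluorescence drop versus no-compound background flagged substrates.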
# RXFP1 agonist = qHTS Assay for Agonists of the Relaxin Receptor RXFP1. HEK293T-RXFP1 cAMP TR-FRET, 30 min; response scale: percent of porcine relaxin response, buffer zero. 370,000 tested, 0.3% active. AID 2676, 2010. Potency, µM (highest dose often 57.5 µM), for inactives: at the top dose activation, actives largely listed as activators; also: potency is read from the fitted curve at half-maximal effect; % is scaled to controls: 0 for no effect and ±100 for the full control effect; nearly all actives have a fitted effect of over 60% in size; many of its hits are not listed in these tables
# Target sequence (Q9HBX9 whole entry, looked up): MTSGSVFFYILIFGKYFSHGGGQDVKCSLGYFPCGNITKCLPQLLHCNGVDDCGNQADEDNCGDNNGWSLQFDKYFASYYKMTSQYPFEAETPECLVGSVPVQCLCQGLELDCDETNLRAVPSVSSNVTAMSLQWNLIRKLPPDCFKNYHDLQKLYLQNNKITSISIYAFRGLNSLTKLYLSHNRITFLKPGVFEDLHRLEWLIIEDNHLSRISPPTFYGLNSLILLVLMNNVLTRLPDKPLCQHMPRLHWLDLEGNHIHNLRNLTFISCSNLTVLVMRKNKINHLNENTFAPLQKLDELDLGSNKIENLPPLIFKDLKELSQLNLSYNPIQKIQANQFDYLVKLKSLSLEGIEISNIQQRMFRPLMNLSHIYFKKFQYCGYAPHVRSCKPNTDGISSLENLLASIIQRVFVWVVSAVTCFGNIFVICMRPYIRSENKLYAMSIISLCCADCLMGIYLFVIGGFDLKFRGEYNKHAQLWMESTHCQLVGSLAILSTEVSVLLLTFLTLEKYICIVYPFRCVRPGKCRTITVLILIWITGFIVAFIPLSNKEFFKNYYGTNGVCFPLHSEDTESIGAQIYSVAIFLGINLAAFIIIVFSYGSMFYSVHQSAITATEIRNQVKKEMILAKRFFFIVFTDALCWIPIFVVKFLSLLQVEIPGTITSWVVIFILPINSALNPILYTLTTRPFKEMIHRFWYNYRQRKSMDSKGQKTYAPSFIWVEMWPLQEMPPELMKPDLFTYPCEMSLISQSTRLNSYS
#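 HEK293 cells stably expressing RXFP1, treated 30 min at 37C with compounds plus PDE4 inhibitor Ro 20174; cAMP measured by HTRF TR-FRET. Normalized to buffer and 29 nM porcine relaxin; EC50 by Hill fit.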
# GRP78 ERSR act = qHTS for Inducers of the Endoplasmic Reticulum Stress Response (ERSR) in Human Glioma: qHTS | U87-MG GRP78 promoter luciferase reporter, 16 h | Potency, µM, without a hit: top-dose activation, most hits filed as activators | 420,000 tested, 0.02% active | AID 602332, 2012; also: potency is read from the fitted curve at half-maximal effect; series mostly up to about 76 µM; % of control where 0% means no effect; nearly all actives have a fitted effect of over 35% in size
#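 Stably transfected U87-MG glioma cells carrying a GRP78-based luciferase sensor; 16 h compound incubation. Luminescence end-point read 10 min after Bright-Glo addition at room temperature.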
# Vif-APOBEC3G blk = qHTS for Inhibitors of Vif-A3G Interactions: qHTS; HeLa A3G-eYFP + Vif (tagged APOBEC3G with the HIV-1 protein that degrades it), YFP fluorescence, overnight; Potency, µM (highest dose often 46.1 µM), without a hit: at the top dose activity, negative = active, hits mostly inhibitors; 410,000 tested, 0.076% active;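 also: potency is read from the fitted curve at half-maximal effect; % is scaled to controls: 0 for no effect and ±100 for the full control effect; nearly all actives have a fitted effect of over 60% in size; hits raise eYFP signal because A3G escapes Vif-driven loss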
#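 HeLa cells stably expressing Vif and C-terminally eYFP-tagged A3G, seeded overnight at 37 deg C, then exposed to compound by pintool overnight at 37 deg C. Rise in yellow fluorescence (Ex 488/Em 500-530, Acumen) marks blocked Vif-driven A3G degradation.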
# LDHA inh = qHTS assay for inhibitors of human lactate dehydrogenase; L-lactate dehydrogenase A chain (Homo sapiens), P00338; purified LDHA, NADH/diaphorase-resazurin fluorescence; hits give low values; activity change, % (values are at about 110 or 230 µM); 480,000 tested, 0.15% active; AID 1347041, 2019; in the data active = activity change below about -30%; inconclusive = mostly about -25% to -30%;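 also: plate controls were DMSO wells for no effect and wells without enzyme for full effect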
#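 Remaining NADH was detected by diaphorase (0.133 mg/mL) converting 37 µM resazurin to fluorescent resorufin, read at 0 and 20 minutes. The preceding 5-minute room-temperature reaction used 2 nM LDHA, 0.2 mM sodium pyruvate and 0.06 mM NADH at pH 7.4.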
# * hit, by the source's call; ? = inconclusive; nt = no result given; & = joins results of further samples; [ ] = remark or other dose. Unless noted, calls follow the shape of the dose curve; as a rule, active = well fitted curve in the direction sought with a large enough effect; inconclusive = small, poorly fitted or top-dose-only effect, or another doubt; inactive = no such curve, though single readings can be large; an effect the other way counts as inactive or inconclusive. These rows are one share of the data (hit frequency here may not be typical).
entry	canonical_smiles	PI4K2A block	Vif-A3F inh	USP1 inh	mIDH1 inhibitor	TrxR1 substrate
1	CCN1C[C@@H]2[C@@H]3C(=O)N(C)C(=O)[C@@H]3[C@](CC)(C1=O)N2C(=O)c1ccccc1	5	-9%	-19%	-4%	2%[57.1 µM]
2	COc1ccc(OC2C(=O)N(Cc3ccc(F)cc3)C2c2ccc(OC)c(OC)c2)cc1 (centres undefined)	3	-6%	3%	2%	6%
3	Cc1cc(NC(=O)C2CC(=O)OC2c2ccccc2)no1 (centres undefined)	-2	-26%	6%	4%	-1%[57.1 µM]
4	CCOC(=O)C1=C(C)NC(C)=C(C(=O)OC)[C@H]1c1cccc([N+](=O)[O-])c1	nt	nt	nt	nt	-11%
5	Cc1ccc(CN2CCCOCCS2(=O)=O)cc1	3	-1%	-32%	-3%	1%&0%
6	Cc1cccc(CCN(C(=O)c2snc(C(N)=O)c2N)C(C(=O)NCC2CCCO2)c2ccc(F)cc2)c1 (centres undefined)	-1	20%	-28%	5%	6%
7	CC(=O)Nc1nc2ccc(S(=O)(=O)N3CCCC3)cc2s1	2	5%	-21%	-1%	4%
8	CCOc1ccc(NC(=O)COC(=O)C2(C)CC2(Cl)Cl)c([N+](=O)[O-])c1 (centres undefined)	-2	13%	-15%	9%	5%
9	COc1ccc(C)cc1NC(=O)c1ccc2c(c1)OCO2	-4	-7%	-4%	11%	-7%
10	C=CC[C@@H](CC(=O)N[C@H](CO)Cc1ccccc1)C(=O)N[C@H](C)COC(=O)[C@@H](CC=C)Cc1ccc(F)cc1	-2	-2%	-26%	11%	1%
11	COc1ccc(C(CNC(=O)c2cc3c(s2)CCC(C)C3)N2CCCC2)cc1 (centres undefined)	3	-1%	-9%	-5%	3%
12	CCn1c(=O)cc(OCC(=O)NCCCN2CCN(c3cccc(Cl)c3)CC2)c2ccccc21	2	-8%	-24%	6%	-1%
13	Cc1ccnc(Nc2cccnc2)n1	2	nt	nt	nt	nt
14	COc1ccc(CNS(=O)(=O)c2ccc(S(=O)(=O)NC3CC3)cc2)cc1	-5	?	3%	-10%	-3%
15	CSCCC(NS(=O)(=O)c1ccc(C)cc1)C(=O)N1CCN(C(c2ccccc2)c2ccccc2)CC1 (centres undefined)	1	8%	-9%	3%	-2%

entry	RXFP1 agonist	GRP78 ERSR act	Vif-APOBEC3G blk	LDHA inh
1	nt	-3%	5%	-2
2	2.9%	-3%	3%	-12
3	3.4%	-4%	2%	-9
4	nt	-4%	-11%	-4
5	0.2%	-5%&-2%	4%&0%	-7
6	-4.5%	2%	2%	-2
7	0.3%	1%	-1%	-6
8	1.2%	8%	-1%	-2
9	2.1%	3%	-3%	-2
10	nt	-2%	-2%	-1
11	-0.6%	-4%	9%	-1
12	-1.0%	-2%	0%	-6
13	nt	-1%	0%	-5
14	-0.4%	0%	3%	1
15	-1.4%	-5%	3%	1

# Compound profiles, as listed above.
# CCn1c(=O)cc(OCC(=O)NCCCN2CCN(c3cccc(Cl)c3)CC2)c2ccccc21 across the screens: PI4K2A block: 2; Vif-A3F inh: -8%; USP1 inh: -24%; mIDH1 inhibitor: 6%; TrxR1 substrate: -1%; RXFP1 agonist: -1.0%; GRP78 ERSR act: -2%; Vif-APOBEC3G blk: 0%; LDHA inh: -6
# COc1ccc(C)cc1NC(=O)c1ccc2c(c1)OCO2 across the screens: PI4K2A block: -4; Vif-A3F inh: -7%; USP1 inh: -4%; mIDH1 inhibitor: 11%; TrxR1 substrate: -7%; RXFP1 agonist: 2.1%; GRP78 ERSR act: 3%; Vif-APOBEC3G blk: -3%; LDHA inh: -2

# The results go on:
entry	canonical_smiles	PI4K2A block	Vif-A3F inh	USP1 inh	mIDH1 inhibitor	TrxR1 substrate
16	COc1ccc(N=C2NC(=O)CS2)c([N+](=O)[O-])c1	-4	1%	-10%	5%	-8%
17	Cc1ccc(S(=O)(=O)[N-]c2nc3ccccc3nc2-n2cc[n+](CCC(C)C)c2)cc1	0	0%	-3%	-1%	30%[activator]
18	CCOC(=O)c1c(NC(=O)C2C3CCC(O3)C2C(=O)O)sc2c1CCCC2 (centres undefined)	-4	-5%	-9%	2%	5%[57.1 µM]
19	CCCN1CN=C(NS(=O)(=O)c2ccc(C)cc2)NC1	1	-15%	-24%	8%	5%
20	O=C(NCCNc1ccc([N+](=O)[O-])cc1C(F)(F)F)c1cccc(F)c1	-4	0%	2%	1%	-16%
21	Cc1cc(C(=O)CCC(=O)Nc2ncccc2O)c(C)s1	1	6%	-24%	0%	18%[57.1 µM]
22	CCOc1ccc(NC(=O)Nc2cc3c(cc2N2CCCCC2)n(C)c(=O)n3C)cc1	1	-10%	-4%	-6%	-2%
23	CS(=O)(=O)Nc1ccc2[nH]c(=O)[nH]c2c1	1	6%	-24%	-3%	-1%[57.1 µM]
24	O=C(NC1CCCCC1)C(c1ccco1)N(Cc1ccco1)C(=O)c1ccco1 (centres undefined)	5	-4%	-19%	6%	3%
25	CCOC(=O)c1ccc(NC(=O)c2c(C)oc3nc(C)nc(N4CCCC4)c23)cc1	-3	-5%	-6%	0%	2%
26	Cc1nc(SCC(=O)N2CC(C)OC(C)C2)nc(C)c1C (centres undefined)	-8	-6%	0%	8%	13%[57.1 µM]
27	O=C(CSc1nccn1-c1ccc(F)cc1)NCc1ccc2c(c1)OCO2	8	1%	-5%	3%	6%[57.1 µM]
28	CC(C)C[C@H]1CNC(=S)N1C[C@H]1CCCN1C[C@H](Cc1ccccc1)N1C[C@H](Cc2ccc(O)cc2)N(CC2CCCCCC2)C1=S	-1	nt	nt	nt	nt
29	COc1ccc(OC)c(C(=O)N2CCCC(Nc3ccc(F)cc3)C2)c1 (centres undefined)	3	-4%	-3%	3%	-10%
30	C/C=C(/C)C(=O)OC1c2c(ccc3ccc(=O)oc23)OC(C)(C)C1OC(C)=O (centres undefined)	2	4%	-13%	4%	14%

entry	RXFP1 agonist	GRP78 ERSR act	Vif-APOBEC3G blk	LDHA inh
16	0.5%	2%	-1%	1
17	0.3%	-2%	1%	-1
18	3.6%	-5%	-8%	3
19	2.8%	-6%	-6%	-5
20	1.2%	-5%	-10%	1
21	-0.7%	4%	0%	16
22	1.0%	-2%	5%	9
23	-1.4%	-4%	0%	0
24	-0.4%	-2%	-2%	1
25	2.3%	-1%	-2%	-8
26	1.5%	6%	5%	0
27	1.7%	0%	2%	-7
28	nt	3%	-23%	-13
29	0.1%	-5%	0%	-5
30	0.1%	-3%	2%	1

# (more compounds)
entry	canonical_smiles	PI4K2A block	Vif-A3F inh	USP1 inh	mIDH1 inhibitor	TrxR1 substrate
31	Cc1ccc2onc(CC(=O)N3CCN(c4ccccc4F)CC3)c2c1	-1	4%	-26%	-14%	-4%
32	COCCNC(=O)C(c1cccs1)N(C(=O)Cn1nnc2ccccc21)c1ccccc1 (centres undefined)	1	4%	-8%	3%	-7%
33	CCOc1ccccc1C(=O)NCC(=O)OCCCOC(=O)CNC(=O)c1ccccc1OCC	-1	-6%	-6%	-1%	-8%
34	COc1c(C)cc(S(=O)(=O)NCCN2CCOCC2)c(C)c1C	-4	-5%	-23%	10%	4%
35	COCCCNC(=O)c1cn(CCOC)c(=O)c2c1c1ccccc1n2C	1&2	-3%&4%	-10%&-6%	0%&0%	56%&83%[activator]
36	CNC(=S)NNC(=O)c1sc2cc(C(F)(F)F)cnc2c1-c1cccnc1	-1	8%	-13%	4%	6%[57.1 µM]
37	c1ccc(COc2cccc(CN3CCc4ccccc4C3)c2)cc1	2	-8%	-11%	-11%	0%
38	CCCNC(=O)/C=C/C(=O)O	-1	-1%	-13%	-11%	-4%
39	CC1(C)C(=O)OC(/C=C/c2cccc([N+](=O)[O-])c2)C(C)(C)C1=O (centres undefined)	1	-1%	-3%	2%	-3%
40	COc1ccc2[nH]cc(CCNC(=O)CCC3CCCCC3)c2c1	0	8%	-12%	-3%	-7%
41	Cc1ccc(S(=O)(=O)N2CCC(C(=O)C3C(=O)CC(C)(C)CC3=O)CC2)cc1	-3	12%	-3%	7%	-3%[57.1 µM]

entry	RXFP1 agonist	GRP78 ERSR act	Vif-APOBEC3G blk	LDHA inh
31	3.8%	-1%	2%	-3
32	0.0%	-3%	0%	-2
33	0.4%	-3%	-1%	-4
34	-1.7%	-4%	1%	-1
35	2.4%&5.2%	-5%&2%	0%&-1%	-7&-2
36	0.1%	-1%	-8%	-4
37	0.3%	0%	0%	-4
38	0.1%	3%	3%	-4
39	-0.1%	0%	1%	-5
40	-1.8%	-3%	0%	-2&-2
41	-2.7%	1%	-2%	-5

# Bioassay records (PubChem BioAssay)
